mHtt clearance: mutant huntingtin protein clearance; HeLa Exon1htt(103Q)mCFP, aggregate imaging; zero = plate's median compound well; inhibition, % at 1.5 µM; 0.42% of 47,000 active;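 active = inhibition of aggregate fluorescence above about 70%, also judged a hit by eye on the cell image, limit read from the data, passing the limit was not always enough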;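 also: cells exposed to compound for three days before fixation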
mHtt clearance grain fraction: further read-out of mHtt clearance, marked with its call; fraction fluorescence in grains; measured here: aggregate grain fluorescence fraction; active compounds read low;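 scaled fraction of total cell fluorescence in grains with unit not stated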
An asterisk follows results filed as active.

SMILES	mHtt clearance	mHtt clearance grain fraction
CCOC(=O)CCC(NC(=O)c1ccc(NCN2C(=O)c3ccccc3C2=O)cc1)C(=O)OCC (centres undefined)	-54	30
Cc1cccc(C)c1NC(=O)CSc1nnc(-c2ccccc2)n1Cc1ccc2c(c1)OCO2	-21	49
NS(=O)(=O)c1ccc(NC(=O)CSC2CCCCC2)cc1	2	31
Cc1cc(-c2ccccc2)nc(Oc2ccc(C(C)(C)C)cc2)c1S(C)(=O)=O	-1	42
COC(=O)CC(=O)CSc1nc2c(cc1C#N)CCC2	-39	28
Cc1nn(C)c(C)c1S(=O)(=O)N(CC(=O)N1CCc2ccccc21)c1ccc(C(C)C)cc1	-76	91
O=S1(=O)CC(N2CCCCC2)C(N2CCCCC2)C1 (centres undefined)	-14	38
Cc1ccc(CS(=O)(=O)CCC(=O)NCCCOC(C)C)cc1	46	11
COc1cc(OC)cc(-c2cc3nc(C)c(CCC(=O)O)c(=O)n3[nH]2)c1	-48	55
CCOCCc1nnc(NC(=O)Cc2ccccc2)s1	-63	34
CCOC(=O)c1ccc(CNC(=O)C(Cc2c[nH]c3ccccc23)NC(C)=O)o1 (centres undefined)	-21	24
O=C(Nc1ccc(OC(=O)c2ccncc2)cc1)c1ccncc1	49	11
COc1ccc(CCN2C(=O)c3cccc4cccc(c34)C2=O)cc1OC	-34	58
Cc1ccccc1NC(=O)NC1(C(=O)NCCCN2CCOCC2)CCCCC1	2	18
Cn1c(=O)c(-c2ccccc2)nc2ccccc21	40	11
COc1ccccc1C(=O)NC(=S)N1CCCc2ccccc21	17	26
COc1ccc(CN2CCN(S(=O)(=O)c3ccccc3)CC2)c(OC)c1	6	35
CCOC(=O)C1CCCN(S(=O)(=O)c2ccc(OC)c3ccccc23)C1 (centres undefined)	25	13
Nn1cnnc1SC1CCCCC1NS(=O)(=O)c1ccccc1 (centres undefined)	-48	31
O=C(COC(=O)C1CCN(S(=O)(=O)c2cc([N+](=O)[O-])ccc2Cl)CC1)Nc1ncc(Cl)cc1Cl	47	21
Cc1ccc(-n2c(O)cnc2Nc2nc(C)cc(C)n2)cc1	-2	36
Cc1cc(C(=O)CSc2nnc(-c3cccnc3)n2-c2ccccc2F)c(C)n1CC1CCCO1 (centres undefined)	5	20
CCOC(=O)c1cnn(-c2ccccc2)c1-n1cccc1C(=O)C(=O)Nc1ccc(F)cc1	12	27
Cc1cccc(-c2nnc3n2N=C(c2ccccc2)CS3)c1	-19	42
COCCSc1ccccc1C(=O)Nc1ccncc1	-68	32
Cc1cc(C(=O)CSc2n[nH]c(N)n2)c(C)n1-c1ccc(F)cc1	20	16
COc1ccc2nc(C(C)O)[nH]c2c1 (centres undefined)	-7	21
COc1cc(C(=O)Nc2cc(C)c(OCC(=O)N3CCOCC3)c(C)c2)cc(OC)c1OC	-2	21
COc1ccccc1C1/C(=C(/O)c2ccccc2)C(=O)C(=O)N1CCO (centres undefined)	-5	38
CCC(O)c1cc2c(cc1NC(=O)c1cccs1)OCCO2 (centres undefined)	26	14

The closing 2 records of the part above open the next one:
SMILES	mHtt clearance	mHtt clearance grain fraction
COc1ccccc1C1/C(=C(/O)c2ccccc2)C(=O)C(=O)N1CCO (centres undefined)	-5	38
CCC(O)c1cc2c(cc1NC(=O)c1cccs1)OCCO2 (centres undefined)	26	14
CCN(C(=O)c1cc2cccc(OC)c2oc1=O)C1CCCCC1	-60	30
COC(=O)C1=C(C)N(CCc2ccccc2)C(=O)C1	-44	24
Cc1cccc(NC2=NCC(=O)N2CCc2ccccc2)c1	40	24
CC1CCC(NC(=O)CN2CCCN(Cc3ccc(F)cc3Cl)C2=O)CC1 (centres undefined)	-18	40
CCn1c(C(=O)NCc2cccnc2)cc2sc(Cl)cc21	47	18
Cc1ccc(NC(=O)CSc2nnc(CCCCCNC(=O)OC(C)(C)C)o2)c(C)c1	3	16
O=C(COC(=O)C1CCCN1C(=O)c1cccs1)Nc1ccc2c(c1)OCO2 (centres undefined)	17	31
O=C(CSC1=NCCS1)Nc1ccccc1F	-12	34
Cc1ccc(Oc2nc3ccccc3n3c(C)nnc23)cc1	16	29
CC(C)CC1C(C#N)=C(N)SC(N)=C1C#N	5	39
Cc1ccc(C2(CC(=O)N3CCCC3)CCOC(C(C)C)C2)cc1 (centres undefined)	-7	17
S=c1[nH]nc(CSCc2ccc(Cl)cc2Cl)n1-c1ccccc1	-5	40
CCc1c(O)nc(SCc2ccccc2)n(C(C)CC)c1=O (centres undefined)	34	14
COc1ccc(-n2c(Cc3cccn3C)nnc2SCC(=O)Nc2cccc(C)c2C)cc1	-1	31
COc1cccc(N(CC(=O)NC2CCCC2)C(=O)Cn2nnc(-c3ccc(C)cc3)n2)c1	20	14

18 of the compounds above, with bars between the fields.
Molecule | mHtt clearance | mHtt clearance grain fraction
COCCSc1ccccc1C(=O)Nc1ccncc1 | -68 | 32
Cc1cc(C(=O)CSc2n[nH]c(N)n2)c(C)n1-c1ccc(F)cc1 | 20 | 16
COc1ccc2nc(C(C)O)[nH]c2c1 (centres undefined) | -7 | 21
COc1cc(C(=O)Nc2cc(C)c(OCC(=O)N3CCOCC3)c(C)c2)cc(OC)c1OC | -2 | 21
COc1ccccc1C1/C(=C(/O)c2ccccc2)C(=O)C(=O)N1CCO (centres undefined) | -5 | 38
CCC(O)c1cc2c(cc1NC(=O)c1cccs1)OCCO2 (centres undefined) | 26 | 14
CCN(C(=O)c1cc2cccc(OC)c2oc1=O)C1CCCCC1 | -60 | 30
COC(=O)C1=C(C)N(CCc2ccccc2)C(=O)C1 | -44 | 24
Cc1cccc(NC2=NCC(=O)N2CCc2ccccc2)c1 | 40 | 24
CC1CCC(NC(=O)CN2CCCN(Cc3ccc(F)cc3Cl)C2=O)CC1 (centres undefined) | -18 | 40
CCn1c(C(=O)NCc2cccnc2)cc2sc(Cl)cc21 | 47 | 18
Cc1ccc(NC(=O)CSc2nnc(CCCCCNC(=O)OC(C)(C)C)o2)c(C)c1 | 3 | 16
O=C(COC(=O)C1CCCN1C(=O)c1cccs1)Nc1ccc2c(c1)OCO2 (centres undefined) | 17 | 31
O=C(CSC1=NCCS1)Nc1ccccc1F | -12 | 34
Cc1ccc(Oc2nc3ccccc3n3c(C)nnc23)cc1 | 16 | 29
CC(C)CC1C(C#N)=C(N)SC(N)=C1C#N | 5 | 39
Cc1ccc(C2(CC(=O)N3CCCC3)CCOC(C(C)C)C2)cc1 (centres undefined) | -7 | 17
S=c1[nH]nc(CSCc2ccc(Cl)cc2Cl)n1-c1ccccc1 | -5 | 40

Next section
SMILES	mHtt clearance	mHtt clearance grain fraction
Nc1nnc(CCC2CCCCC2)s1	12	15
COC(=O)CSc1nc2c(c(=O)[nH]c(=O)n2C)n1CCC(C)C	-71	33
O=C(c1ccc(CN2CCOCC2)cc1)N1CCN(Cc2ccccc2)CC1	-40	25
COc1ccc(-c2nnc(-c3ccc(N(C)C)cc3)o2)cc1	-4	18
CSc1nc(C)cc(SCCO)n1	12	39
O=C(CSc1nnc(Cc2ccccc2)n1-c1ccc(Cl)cc1)N1CCOCC1	10	16
COc1ccc(C(=O)Nc2ccc(S(=O)(=O)NCc3ccco3)cc2)cc1OC	-28	46
CCC(CC)C(=O)Nc1nnc(-c2cccs2)s1	11	31
CN1CCN(C(=O)C(Cc2ccccc2)NS(=O)(=O)c2ccc3c(c2)CCC(=O)N3)CC1 (centres undefined)	34	34
CC(=O)Nc1cccc(NC(=O)c2c(-c3c(Cl)cccc3Cl)noc2C)c1	25	25
Cn1cnnc1SCC(=O)N1CCc2ccccc21	-24	29
CC1(C)CC(=O)C(CCCN2C(=O)c3ccccc3C2=O)C(=O)C1	15	31
CN=C(Nc1cc(C)nn1-c1ccccc1)c1ccc(F)cc1	2	20
CN(CCOC(=O)c1ccc2c(c1)OCCO2)C(C)(C)C	19	14
O=C(O)COc1ccc2c(-c3ccccc3)cc(=O)oc2c1	41	22
COc1cccc(-c2nc(CS(=O)(=O)CC(=O)N3CCc4ccccc43)c(C)o2)c1	24	39
Cc1cc(N2C(=O)C3C4c5ccccc5C(c5ccccc54)C3C2=O)no1 (centres undefined)	12	16
N#Cc1nc(-c2ccco2)oc1N1CCOCC1	47	18
O=S(=O)(c1ccc(Cl)cc1)N1CCN(C2CCCCCC2)CC1	-12	23
O=C(CSc1nnc(C23CC4CC(CC(C4)C2)C3)o1)Nc1ccc(N2CCOCC2)c(Cl)c1	8	17
Cc1cccc(NC(=O)c2oc3ccc(S(=O)(=O)N4CCOCC4)cc3c2C)c1C	27	27
CC(C)(C)NS(=O)(=O)c1ccc(N2C(=O)c3ccccc3C2=O)cc1	60	7.4
O=S(=O)(NCC1CCCO1)c1cccc(S(=O)(=O)N2CCCC2)c1 (centres undefined)	58	16
COC(=O)Cc1c(C)c2ccc(OCC(=O)NCc3ccc4c(c3)OCO4)cc2oc1=O	-65	32
CCOC(=O)Cc1csc(NC(=O)c2ccc(NC(C)=O)cc2)n1	-43	27
CCN1CCCC1CNC(=O)COc1cc(=O)n(C)c2ccccc12 (centres undefined)	18	31
Cc1csc(SCC(=O)Nc2ccc(S(=O)(=O)N3CCCC3)cc2)n1	6	20
CC(C)(C)C1=Nn2c(nnc2-c2ccccc2F)SC1	20	17
Cc1cc(C)c(C#N)c(SCc2[nH]nc3c2C(c2ccc(F)cc2)C(C#N)=C(N)O3)n1 (centres undefined)	-15	22
Cc1cc(OCCOCCN(C)CCO)cc(C)c1Cl	-24	49
c1ccc(-n2nc3c(ccc4cnnc43)[nH]2)cc1	-3	35
Cc1cc(C(=O)CN2C(=O)NC(C)(c3cccc(Br)c3)C2=O)c(C)n1Cc1ccco1 (centres undefined)	-18	44
CCOc1[nH]c(/N=C/c2ccco2)c(C#N)c1C#N	-33	28
S=C(Nc1ccccn1)c1ccccn1	-29	44
COc1ccc(CCN2C(=O)c3[nH]nc(-c4ccccc4O)c3C2c2ccccc2)cc1OC (centres undefined)	60	16
C=CCn1c(=O)[nH]c2cc(C(=O)N3CCN(c4cccc(Cl)c4)CC3)ccc2c1=O	15	29
Cc1ccc2oc(-c3ccccc3)c(C(=O)O)c(=O)c2c1	63	14
Cc1ccc2cc(CNC(C)C)c(=O)[nH]c2c1	5	33
CCOc1ccc(C(=O)Nc2cc(OC)ccc2OC)cc1	-28	48
CC(C(=O)N1c2ccccc2Sc2ccccc21)n1nnc(-c2cccs2)n1 (centres undefined)	47	11
CC(=O)Nc1ccc(S(=O)(=O)N2CCN(c3ccc(C)c(Cl)c3)CC2)cc1	64	15
CN(CCO)c1ncnc2nc[nH]c12	37	20
COCCNc1nc(-n2nc(C)cc2C)nc2sc3c(c12)CCCC3	-24	46
CC12CCC(C(=O)NCCCN3CCOCC3)(OC1=O)C2(C)C (centres undefined)	21	25
COc1ccccc1N1CCN(S(=O)(=O)c2ccccc2)CC1	43	12
COc1cccc(-n2nnc3c(=O)n(Cc4ccccc4F)cnc32)c1	-13	45
O=C(CSc1nnc(Cn2nnc3ccccc32)o1)N(Cc1ccc(F)cc1)c1ccccc1	38	23
COc1ccc(NC(=O)c2cccs2)cc1OC	24	15
CC(C)C(=O)Nc1ccccc1N1CCN(C(=O)c2ccccc2)CC1	44	26
O=[N+]([O-])c1cnccc1Nc1cccc(F)c1	-33	26
C=C(C)c1cccc(C(C)(C)NC(=O)N2CCN(C/C=C/c3ccccc3)CC2)c1	24	30
COc1ccc2[nH]c(=O)c(CN(Cc3nnnn3Cc3ccc(F)cc3)CC3CCCO3)cc2c1 (centres undefined)	31	26
Cc1ccc(C)c(N(CC(=O)NCc2ccco2)C(=O)CCC(=O)Nc2ccccn2)c1	26	28
O=C(O)C1C2C=CC(C2)C1C(=O)NCCc1cccc(Cl)c1 (centres undefined)	-48	25
CCOc1ccc(C(=O)C2CCN(C(=O)c3ccccc3C(=O)O)CC2)cc1	36	19
CCN1CCN(S(=O)(=O)c2ccc(S(=O)(=O)NCC3CCCO3)cc2)CC1 (centres undefined)	-10	41
Cc1ccc(NC(=O)C2CC(=O)NC(Nc3cccc(C)c3)=N2)cc1 (centres undefined)	-41	65
O=C1CC2CS(=O)(=O)CC2N1c1ccc(Oc2ccccc2)cc1 (centres undefined)	18	14
O=C(CN1CCc2ccccc2C1)N1CCN(S(=O)(=O)c2ccccc2)CC1	-57	56
O=C1CC(/C=C/c2ccco2)=Nc2ccccc2N1	22	14
Next compounds follow.
SMILES	mHtt clearance	mHtt clearance grain fraction
COCCCNC(=O)C1CC(=O)N(CCc2ccc(OC)c(OC)c2)C1 (centres undefined)	-25	54
COc1ccc(OC)c(S(=O)(=O)N2CCC(C(=O)NCCc3ccc(OC)c(OC)c3)CC2)c1	-26	27
O=C(Cc1cccs1)Nc1ccccn1	33	12
CC1(C)Cc2c(c(N3CCOCC3)nc3snc(Br)c23)CO1	26	27
CC1CN(C)C(c2ccccc2)C(C)C12NC(=O)NC2=O (centres undefined)	19	34
CCN(CC)C(=O)CSc1nnc(-c2ccncc2)n1N	13	33
COc1cc(CNC2CCC(C)C2)cc(OC)c1 (centres undefined)	18	16
CCCCCn1c(SCC#N)nc2cc(C(=O)NCC3CCCO3)ccc2c1=O (centres undefined)	28	27
Cc1cc(Cl)c(OCCCNCc2ccccc2)c(Br)c1	42	12
Cc1ccc(S(=O)(=O)N(C)CCCC(=O)N2CCOCC2)cc1	-84	32
Cc1cc(C)c(S(=O)(=O)NCCn2c(C)cc3ccccc32)c(C)c1	1	41
O=C(Cn1c(=O)oc2cc(S(=O)(=O)N3CCCC3)ccc21)N1CCc2ccccc2C1	2	46
O=C(NCC1CCCO1)C(C(=O)c1ccccc1)n1ccccc1=O (centres undefined)	38	23
CC(=O)c1c(C)[nH]c(C(=O)NCc2ccccc2Cl)c1C	-22	37
CCN(C(C)=O)c1nnc(CSc2nc3ccccc3s2)s1	12	17
CCOC(=O)CSc1nnc(-c2ccccc2)o1	-30	23
O=C1c2ccccc2C(Nc2ccc(S(=O)(=O)N3CCCCC3)cc2)N1Cc1ccco1 (centres undefined)	-50	68
O=C1c2ccccc2C(=O)N1CC(O)Cn1nnc2ccccc21 (centres undefined)	-20	20
CC(=O)N(c1ccc(Br)cc1)C1C=CS(=O)(=O)C1 (centres undefined)	-28	43
COc1ccc2cc(/C=N/NC(=O)CSCc3ccc([N+](=O)[O-])cc3)c(Cl)nc2c1	0	29
Cc1cc(C)n(-c2nc(O)cc(=O)[nH]2)n1	-33	25
COc1ccc(C(CC(=O)O)NC(=O)COc2ccccc2)cc1 (centres undefined)	28	32
CC12CN3CC(C)(CN(C1)C3c1ccc(Cl)cc1Cl)C2O (centres undefined)	-60	27

This is a subset; count on the stated rates, not on these rows.
